FBPA Giardia inh: Giardia lamblia aldolase inhibition; A8B2U2; purified Giardia FBPA; Potency, µM (highest dose often 59.6 µM), inactives show at the top dose activity, negative = inhibition, usual class: inhibitors; actives 0.71% (n = 290,000); AID 2451; note: potency is the fitted concentration of half-maximal effect; % is set by controls: 0 for no effect and ±100 for the full control effect; nearly all actives have a fitted effect of over 55% in size
Target sequence (A8B2U2 whole entry, looked up): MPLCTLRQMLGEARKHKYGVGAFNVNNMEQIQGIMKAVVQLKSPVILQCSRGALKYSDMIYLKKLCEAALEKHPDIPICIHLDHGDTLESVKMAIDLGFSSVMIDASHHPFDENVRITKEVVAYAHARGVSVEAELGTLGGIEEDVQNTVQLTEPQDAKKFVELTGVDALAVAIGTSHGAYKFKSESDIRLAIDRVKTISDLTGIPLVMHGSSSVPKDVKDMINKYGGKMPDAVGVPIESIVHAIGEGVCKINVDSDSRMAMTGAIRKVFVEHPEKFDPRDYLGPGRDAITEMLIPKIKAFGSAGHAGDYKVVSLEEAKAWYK
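Giardia FBPA (40 nM reagent) was preincubated 10 min at RT with compound (up to 57.5 uM final), then substrate plus GAPDH/TPI/NAD/arsenate coupling system with diaphorase/resazurin was added; resorufin fluorescence (525/598 nm) was read after 20 min.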
AmpC inh no detg: AmpC beta-lactamase inhibition without detergent | P00811 | AmpC nitrocefin hydrolysis, absorbance 480 nm, 0.0001% Triton | Potency, µM (top dose mostly 57.1 µM), for the others: at the top dose activity change, negative = inhibition, actives largely listed as inhibitors | actives 0.52% (n = 330,000) | AID 485341;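 note: potency is the fitted concentration of half-maximal effect; plate controls were no compound for no effect and no enzyme for full effect; nearly all actives have a fitted effect of over 20% in size; some results filed as inactive show a strong effect at the top dose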
Target sequence (P00811 whole entry, looked up): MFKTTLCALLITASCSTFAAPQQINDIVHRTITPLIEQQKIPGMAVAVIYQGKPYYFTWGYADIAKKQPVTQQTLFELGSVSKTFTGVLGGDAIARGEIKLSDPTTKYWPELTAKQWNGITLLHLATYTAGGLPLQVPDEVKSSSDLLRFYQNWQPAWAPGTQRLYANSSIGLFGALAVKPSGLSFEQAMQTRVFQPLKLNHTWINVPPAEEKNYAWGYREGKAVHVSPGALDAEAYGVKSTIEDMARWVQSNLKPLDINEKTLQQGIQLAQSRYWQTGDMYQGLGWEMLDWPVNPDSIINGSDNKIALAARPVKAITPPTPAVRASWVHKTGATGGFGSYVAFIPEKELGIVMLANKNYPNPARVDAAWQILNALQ
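20 mM phosphate pH 7.0 + 0.01% (detergent screen) or 0.0001% Triton X-100; 5.3 nM AmpC reagent; cpd preinc 15 min RT; nitrocefin (800 uM stock) to start; A480 q20 s × 4 min; Activity was normalised to no-enzyme and no-compound control wells.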
AMA1-RON2 inh: disrupts binding of P. falciparum AMA1 to RON2; actives 0.2% (n = 360,000); Potency, µM (top dose mostly 58.2 µM), without a hit: top-dose activity change, negative = inhibition, usual class: inhibitors; AlphaScreen AMA1-biotinylated RON2 peptide binding;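 note: potency is the fitted concentration of half-maximal effect; 0% = vehicle wells and -100% = peptide control; nearly all actives have a fitted effect of over 45% in size; some results filed as inactive show a strong effect at the top dose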
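AMA1 (3D7) with his tag at 25 nM final met compounds first, then biotinylated RON2 peptide at 25 nM; detection used donor plus acceptor beads, 10 µg/mL apiece, read by AlphaScreen after 30 min at room temperature.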
Shiga inhibitor: blocks Shiga toxin action in Vero cells. Vero cells, Shiga toxin protein synthesis inhibition reporter. inhibition, % at 38.7 µM. actives 9.2% (n = 290,000); in the data active = inhibition mostly above about 28%, no sharp cut-off; inactive = mostly below about 43%; note: 0% is about no effect
HCMV antiviral: blocks human cytomegalovirus replication; HFF cells, HCMV-luciferase reporter, 72 h; hits give low values; activity change, negative = inhibition, % at 57.5 µM; actives 4.5% (n = 410,000); AID 1259415; in the data active = activity change below about -60%; inconclusive = no clear call, values can overlap the other calls; inactive = above about -39%; note: % is set by controls: 0 for no effect and ±100 for the full control effect
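Screen run at 2 compound doses on HFFs infected with reporter HCMV, MOI 1 PFU/cell. Luciferase activity from cell lysates at 72 h post infection gave inhibition relative to buffer-only and Salinomycin wells.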
AmpC detergent: AmpC beta-lactamase inhibition with detergent present; P00811; Potency, µM (top dose mostly 114 µM), inactives show at the top dose activity change, negative = inhibition, most hits filed as inhibitors; actives 0.041% (n = 370,000); AID 485294; AmpC hydrolysis of nitrocefin, absorbance 480 nm, 0.01% Triton;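 note: potency is the fitted concentration of half-maximal effect; 0% = no-compound wells and -100% = no-enzyme wells; nearly all actives have a fitted effect of over 25% in size; some results filed as inactive show a strong effect at the top dose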
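20 mM phosphate pH 7.0 + 0.01% (detergent screen) or 0.0001% Triton X-100; 5.3 nM AmpC reagent; cpd preinc 15 min RT; nitrocefin (800 uM stock) to start; A480 q20 s × 4 min; Activity was normalised to no-enzyme and no-compound control wells.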
Cycloheximide cs: counter-screen for Shiga toxin inhibitors: cycloheximide protein synthesis inhibition; cell reporter, cycloheximide protein synthesis inhibition counterscreen; max response, %; actives 12% (n = 300,000); AID 2314; in the data active = max response mostly above about 13%, no sharp cut-off; inactive = mostly below about 14%; note: read at 38.3 µM for the half of the compounds with a filed dose; 0% is about no effect
Numbers without * were called inactive; ? = inconclusive; / = not tested or not shown; & = joins results of further samples; [ ] = remark or other dose. Unless noted, calls come from the whole dose curve; as a rule, active = well fitted curve in the direction sought with a large enough effect; inconclusive = small, poorly fitted or top-dose-only effect, or another doubt; inactive = no such curve, though single readings can be large; an effect the other way counts as inactive or inconclusive.

cpd	molecule	FBPA Giardia inh	AmpC inh no detg	AMA1-RON2 inh	Shiga inhibitor
1	COc1ccc(/C=C(\C)c2nc(C)c(-c3ccccc3)c(=O)[nH]2)cc1	3%	-16%	-5%	3
2	Cc1cc(Cl)ccc1NC(=O)Cn1cncn1	6%	-12%	12%	-18
3	CCC(=O)Nc1cc(NC(=O)CSc2nnc(C(C)C)n2CC)ccc1C	2%	-20%	18%	19
4	Cc1ccc(N(C)S(=O)(=O)c2ccc(-c3cnc(C4CC4)o3)cc2)cc1	/	62%[activator]	-3%	7
5	CC1CCc2c(sc(NC(=S)NC(=O)c3ccccc3)c2C#N)C1 (stereo not given)	0%	-13%	18%	65*
6	COCCNC(=O)CSc1ccccc1C(=O)NC1CCCc2ccccc21 (stereo not given)	-10%	0%	1%	1
7	CCOc1nc(-c2ccncc2)nc2ccccc12	9%	2%	-5%	-3
8	O=C(NCc1cccs1)C1CC(=O)N(c2ccc(Cl)cc2)C1 (stereo not given)	5%	0%	22%	23
9	COc1cc(-c2csc(N3CCOCC3)n2)cc(OC)c1OC	-12%	34%	-4%	21
10	CC(C)CN(C(=O)COc1ccc(Br)cc1C=O)C1CCS(=O)(=O)C1 (stereo not given)	/	5%	4%	/
11	O=C(COc1ccc(NC(=O)c2cccs2)cc1)c1ccc(F)cc1	/	-27%	-2%	4
12	Cn1c(=O)c(=O)n(C)c2cc(S(=O)(=O)N3CCCCC3)ccc21	3%	-17%	-3%	-3
13	C[C@]12N[C@H](Cc3ccccc31)c1ccccc12	-1%&0%	/	1%&14%	/
14	Cc1ccc(S(=O)(=O)N(C)CC(=O)OCC(=O)NC(=O)NC(C)C)cc1	5%	-1%	11%	3
15	NC1=NC2(CCCC2)N=C(Nc2ccccc2)N1	-6%	-21%	2%	-9

cpd	HCMV antiviral	AmpC detergent	Cycloheximide cs
1	-32	5%	-1
2	1	-5%	-2
3	27	-3%	9
4	?	-9%&15%	-3
5	-33	-3%	21*
6	17	-13%	-3
7	22	-2%	-2
8	69	-8%	21
9	137	-4%	11
10	2	?	/
11	5	-2%	-1
12	-3	-5%	-3
13	?	/	/
14	-15	1%	12
15	?	3%	-4

Compound profiles (already shown). Order of values: FBPA Giardia inh, AmpC inh no detg, AMA1-RON2 inh, Shiga inhibitor, HCMV antiviral, AmpC detergent, Cycloheximide cs
C[C@]12N[C@H](Cc3ccccc31)c1ccccc12 is listed with -1%&0%, /, 1%&14%, /, ?, /, /
Cc1cc(Cl)ccc1NC(=O)Cn1cncn1 is listed with 6%, -12%, 12%, -18, 1, -5%, -2
CCOc1nc(-c2ccncc2)nc2ccccc12 is listed with 9%, 2%, -5%, -3, 22, -2%, -2
Cc1ccc(N(C)S(=O)(=O)c2ccc(-c3cnc(C4CC4)o3)cc2)cc1 is listed with /, 62%[activator], -3%, 7, ?, -9%&15%, -3

(more compounds)
cpd	molecule	FBPA Giardia inh	AmpC inh no detg	AMA1-RON2 inh	Shiga inhibitor
16	CC(NC(=O)NC1CCCCC1)C(c1cccs1)N1CCOCC1 (stereo not given)	3%	-20%	-4%	-5
17	CN(Cc1ccccc1)C(=O)c1nc2ccccn2c1CNCCOc1cccnc1	1%	31%	-3%	-17
18	OCCNCCNCc1ccccc1OCc1ccccc1	1%	-9%	62%[activator]	-8
19	C=CCn1c(SCc2ccc(F)cc2)nc2c1c(=O)[nH]c(=O)n2C	1%	-11%	-5%	-16
20	O=C(Nc1ccc(F)cc1F)c1sccc1SCc1cccc(C(F)(F)F)c1	-12%	-3%	39%[activator]	-9
21	Cc1cc(C(=O)Nc2ccc(F)c(Cl)c2)on1	6%	-15%	6%	6
22	COc1cccc(N2CCN(c3ccc(N4C(=O)CCC4=O)cc3[N+](=O)[O-])CC2)c1	0%	60%[activator]	-9%	-11
23	COc1ccc(S(=O)(=O)N2CCN(Cc3ccc(Cl)cc3)CC2)cc1	-29%	-2%	-22%	-2
24	CCOc1ncccc1C(=O)NCCCSc1ccccc1	12%	18%	-8%	16
25	CCOc1ccc(NC(=O)CSCC(=O)O)cc1	0%	-33%	-20%	-16
26	O=C(Nc1ccccc1)Nc1nnc(CSCc2ccccc2Cl)s1	1%	-43%	2%	7
27	Cc1cc(NC(=S)NC(=O)c2ccco2)c2ccccc2n1	-27%	-32%	36%[activator]	-4
28	COc1ccc(CCNC(=O)CCC(=O)Nc2ccccc2[N+](=O)[O-])cc1OC	0%	-8%	-6%	-6
29	C=CCN1C(=O)NC2(O)C(=O)c3ccccc3C12O (stereo not given)	20%	-11%	-1%	-5
30	CC(=O)c1ccc(NC(=O)C2(S(=O)(=O)c3ccccc3)CC2)cc1	0%	-34%[11.4 µM]	-2%	2

cpd	HCMV antiviral	AmpC detergent	Cycloheximide cs
16	23	?	-1
17	3	5%	-1
18	-31	3%	-3
19	54	-13%	-8
20	-6	-9%	1
21	-10	0%	19*
22	14	0%	-4
23	?	1%	-3
24	-24	-2%	1
25	7	-1%	13
26	?	-6%	1
27	-19	-5%	2
28	18	2%	-1
29	35	-2%	5
30	-10	?	-1

Continued.
cpd	molecule	FBPA Giardia inh	AmpC inh no detg	AMA1-RON2 inh	Shiga inhibitor
31	O=c1cc(N2CCN(c3ccc(F)cc3)CC2)[nH]c(=O)n1Cc1ccc(F)cc1	3%	25µM*	-4%	5
32	CCOC(=O)CCc1c(C)n(CC)c2ncnn2c1=O	10%	-14%	0%	31
33	Cc1nn(C)cc1CNC(=O)c1cnn2c(C(F)F)cc(C3CC3)nc12	0%	-8%	0%	10
34	CN(C)CCCNc1c2c(nc3ccccc13)CCC2	-2%	-10%	-1%	16
35	COc1nc(NC(C)=O)nc(C)c1Br	0%	-1%	/	-9
36	Cc1ccc(-c2cc(=O)c3ccccc3[nH]2)cc1	4%[136 µM]	-17%	-1%	112*
37	COc1ccc(C(=O)Nc2cccc3cccnc23)cc1OC	-6%	24%	5%	5
38	Cc1ccc(NC(=O)/C=C/c2cccc([N+](=O)[O-])c2)nc1	1%	-7%	17%	-5
39	CCCCc1n[nH]c2c1/C(=N/O)CC(c1ccccc1)C2 (stereo not given)	1%	-30%	2%	66
40	Cc1cccc(NCC(=O)NNC(=S)Nc2ccccc2)c1	7%	-24%	129%[activator]	-1
41	CCCSCCCNC(=O)Cn1cc2c(n1)CCCCC2	0%	15%	7%	9
42	Oc1ccc(/C=N/Nc2cc(N3CCCC3)nc(N3CCCC3)n2)cc1O	?	-27%	25%	-16
43	Cc1cc(C(=O)OCC(=O)Nc2cc(S(=O)(=O)N(C)C)ccc2Cl)c2ccccc2n1	1%	-16%	-19%	86*
44	Nc1ccc(S(=O)(=O)N2CC3CC(C2)c2cccc(=O)n2C3)cc1 (stereo not given)	8%	-21%	7%	-9
45	Cc1cc(NC(=O)CSc2nnc(Nc3ccccc3C)s2)no1	-2%	-10%	37%[activator]	-3

cpd	HCMV antiviral	AmpC detergent	Cycloheximide cs
31	-7	-12%	-1
32	-16	-11%	-3
33	47	?	0
34	-95*	-4%	9
35	34	-12%	2
36	9	-4%	29*
37	109	-8%	10
38	-20	1%	-2
39	-28	-1%	27*
40	-15	-12%	7
41	-1	-8%	-3
42	28	-13%	-2
43	28	-1%	22
44	14	-9%	-6
45	13	2%	-3

Next records follow:
cpd	molecule	FBPA Giardia inh	AmpC inh no detg	AMA1-RON2 inh	Shiga inhibitor
46	Cc1cnn(Cc2ccccc2)c1N	4%	-9%	-6%	14
47	CCCCN(C(=O)C1CC(=O)N(c2ccc3c(c2)OCCO3)C1)c1c(N)n(CCCC)c(=O)[nH]c1=O (stereo not given)	/	-7%	8%	/
48	CCOc1ccc(OCCC(=O)OCC(=O)Nc2ccc(C)c(S(=O)(=O)N3CCCCC3)c2)cc1	/	-12%	?	/
49	COc1ccc(CCNC(=O)CN(C)S(=O)(=O)c2cccs2)cc1OC	1%	-12%	-5%	-8
50	O=C(NC(=S)N1CCN(Cc2ccccc2)CC1)c1cccnc1	18µM*	-10%	?	-14
51	O=c1[nH]c2ccccc2c(O)c1SCCO	?	-17%	2%	3
52	Cc1ccc(-c2nc3cccnc3o2)cc1NC(=O)COc1ccc(Cl)cc1C	17%	-4%	7%	-18
53	Cc1ccccc1-c1nc(CN2CCN(C(=O)c3ccco3)CC2)c(C)o1	-2%	62%[activator]	-8%	-4
54	NS(=O)(=O)c1ccc(NC(=O)c2ccc3c(c2)OCO3)cc1	-5%	-15%	5%	-5
55	COc1ccc(C2CC(c3ccccc3)=NN2C(=O)COC(=O)C2(C)CC2(Cl)Cl)cc1 (stereo not given)	-6%	5%	-18%	7
56	Cc1ccccc1Cn1nnc(-c2cccc(C(=O)O)c2)n1	?	-18%	2%	124*
57	Cc1ccc(CNC(=O)CN2CCN(Cc3ccc(Cl)cc3)C2=O)cc1	0%	4%	-5%	-12
58	CC(Oc1ccc(Br)cc1)C(=O)Nc1nnc(C2CC2)s1 (stereo not given)	/	-18%	-9%	/
59	COC(=O)c1ccc(-c2ccc(/C=N/N3C(=O)C4C5C=CC(C6CC56)C4C3=O)o2)cc1 (stereo not given)	-18%	-31%	-6%	132*
60	CO/N=C(\c1nonc1N)N1CCN(c2ccc(Cl)cc2[N+](=O)[O-])CC1	-5%	-9%	?	-6

cpd	HCMV antiviral	AmpC detergent	Cycloheximide cs
46	-8	-1%	-1
47	-20	-8%	/
48	-21	?	/
49	-15	-1%	-1
50	4	0%	-2
51	-30	4%	-2
52	-9	5%	4
53	35	4%	0
54	4	-15%	-2
55	-2	9%	7
56	150	0%	56*
57	37	1%	-5
58	-3	?	/
59	21	2%	75*
60	-30	-2%	2

Next part
cpd	molecule	FBPA Giardia inh	AmpC inh no detg	AMA1-RON2 inh	Shiga inhibitor
61	CC(=O)n1cc(C2C(=O)CCCC2=O)c2ccccc21	-5%	-13%	14%	-7
62	COc1ccc(NC(=O)c2ccccc2NC(=O)NC2CCCCC2)cc1	/	-25%	-15%	29
63	CC(C)NC(=O)COc1coc(CN2CCN(c3ccccc3)CC2)cc1=O	/	-1%	-1%	-12
64	CC(=O)c1ccc(S(=O)(=O)N2CCN(CC(=O)NC(=O)NC3CCCCC3)CC2)cc1	/	95%[activator]	-8%	/
65	COc1cccc(-n2nc(-c3ccnn3-c3ccc(F)cc3)c(=O)n(C)c2=O)c1	0%	18%	-1%	12
66	Cn1c(C(=O)NC2CCCCCC2)cc2c(=O)n(C)c3ccccc3c21	-6%	-18%	-1%	15

cpd	HCMV antiviral	AmpC detergent	Cycloheximide cs
61	-7	-2%	6
62	7	-1%	11
63	?	?	-3
64	0	-6%	/
65	-35	3%	-1
66	9	-11%	-3

Screening data (PubChem BioAssay)

No enrichment for hits; 16% or so of the library scored in one or more.
